# High-throughput results from PubChem BioAssay.
# DAX1 inh-1: inhibitors of human orphan nuclear receptor DAX1 (NR0B1); P51843; HEK293 Gal4-DAX1 luciferase reporter, luminescence; inhibition, % at 6.75 µM; 340,000 compounds, 0.99% hits; AID 504766;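 active = inhibition above the mean over all tested compounds plus 3 SD, cut at about 4.2% in these data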;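 note: 0% = DAX1-transfected cells with DMSO and 100% = empty-vector control cells with DMSO; inhibition shows as a rise in luminescence from relieved DAX1 repression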
# hgDAF-12 ag: activates the H. glycines DAF-12 receptor ligand-binding domain; HEK293 GAL4-hgDAF12 UAS-luciferase reporter, agonist luminescence; normalized to butyrate control; AID 687014; 370,000 compounds, 1.8% hits; activation, % at 6.8 µM;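 active = activation above a cutoff set at the mean of all screened compounds plus 3 SD, cut at about 10% in these data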;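 note: 0% = DMSO wells and 100% = sodium butyrate wells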
# ADAM17 inh: ADAM17 inhibition, QFRET primary screen. P78536. recombinant ADAM17, EDANS/DABCYL FRET peptide cleavage. inhibition, % at 6.95 µM. 370,000 compounds, 0.83% hits. AID 720648;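 active = inhibition above the mean of compounds lying between control limits plus 3 SD, set per campaign, cut at about 8.5% in these data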;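 note: 0% = DMSO-only wells as the low control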
# MBD2 DNA inh: inhibitors of human MBD2 binding to methylated oligonucleotide. Q9UBB5. TR-FRET. inhibition, % at 4.4 µM. 370,000 compounds, 0.31% hits; in the data active = inhibition above about 13%
# SMARCA2 act: SMARCA2 function activation, primary screen; MG213 cells, MMTV-luciferase reporter, dexamethasone, overnight; activation, % at 9.1 µM; 370,000 compounds, 1% hits; AID 652017; in the data active = activation above about 7.8%;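 note: 0% = vehicle wells and 100% = reference activator wells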
# ssDAF-12 act: activates DAF-12 receptor from parasite S. stercoralis. HEK293 ssDAF-12/GRIP1 lit1-tk-luc reporter, luminescence; % of 3 µM dafachronic acid response. activation, % at 6.8 µM. 370,000 compounds, 1% hits;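 active = activation above the mean over all tested compounds plus 3 SD, cut at about 0.9% in these data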;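 note: 0% = DMSO-only wells and 100% = 3 µM delta7-dafachronic acid wells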
# PLC-gamma1 inh: PLC-gamma1 (human) inhibition, primary screen | purified PLC-gamma1, fluorogenic substrate, fluorescence | inhibition, % at 12.2 µM | 370,000 compounds, 0.84% hits; in the data active = inhibition above about 9.5%
# DAX1 inh-2: inhibitors of DAX1 repression of SF-1 activated StAR promoter | HEK293T StAR-luciferase reporter, SF-1/DAX-1 repression relief | inhibition, % at 6.8 µM | 370,000 compounds, 1.1% hits | AID 652010;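 active = inhibition above the mean over all tested compounds plus 3 SD, cut at about 3.6% in these data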;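 note: 0% = DAX-1 cells with DMSO and 100% = cells lacking DAX-1 with DMSO; higher inhibition means more luminescence from relief of DAX-1 repression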
# NR1D1 modulator: Rev-erb alpha (human) modulation; AID 1259318; 370,000 compounds, 0.79% hits; Rev-erbα–FITC-DNA binding, fluorescence polarization, 90 min; P20393; activity, % at 10 µM;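 active = activity above about 14%, limit read from the data; passing the limit was not always enough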;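 note: 0% = DMSO wells with 35 nM protein and 100% = DMSO wells with 750 nM protein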
# PLC-beta3 inh: PLC-beta3 (human) inhibition, primary screen. Q01970. Purified PLC-beta3, fluorogenic substrate, fluorescence. inhibition, % at 12.2 µM. 370,000 compounds, 0.18% hits; in the data active = inhibition above about 11%;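 note: 0% = median of compound wells on plate and 100% = full blocker control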
# Target sequence (Q01970 whole entry, looked up): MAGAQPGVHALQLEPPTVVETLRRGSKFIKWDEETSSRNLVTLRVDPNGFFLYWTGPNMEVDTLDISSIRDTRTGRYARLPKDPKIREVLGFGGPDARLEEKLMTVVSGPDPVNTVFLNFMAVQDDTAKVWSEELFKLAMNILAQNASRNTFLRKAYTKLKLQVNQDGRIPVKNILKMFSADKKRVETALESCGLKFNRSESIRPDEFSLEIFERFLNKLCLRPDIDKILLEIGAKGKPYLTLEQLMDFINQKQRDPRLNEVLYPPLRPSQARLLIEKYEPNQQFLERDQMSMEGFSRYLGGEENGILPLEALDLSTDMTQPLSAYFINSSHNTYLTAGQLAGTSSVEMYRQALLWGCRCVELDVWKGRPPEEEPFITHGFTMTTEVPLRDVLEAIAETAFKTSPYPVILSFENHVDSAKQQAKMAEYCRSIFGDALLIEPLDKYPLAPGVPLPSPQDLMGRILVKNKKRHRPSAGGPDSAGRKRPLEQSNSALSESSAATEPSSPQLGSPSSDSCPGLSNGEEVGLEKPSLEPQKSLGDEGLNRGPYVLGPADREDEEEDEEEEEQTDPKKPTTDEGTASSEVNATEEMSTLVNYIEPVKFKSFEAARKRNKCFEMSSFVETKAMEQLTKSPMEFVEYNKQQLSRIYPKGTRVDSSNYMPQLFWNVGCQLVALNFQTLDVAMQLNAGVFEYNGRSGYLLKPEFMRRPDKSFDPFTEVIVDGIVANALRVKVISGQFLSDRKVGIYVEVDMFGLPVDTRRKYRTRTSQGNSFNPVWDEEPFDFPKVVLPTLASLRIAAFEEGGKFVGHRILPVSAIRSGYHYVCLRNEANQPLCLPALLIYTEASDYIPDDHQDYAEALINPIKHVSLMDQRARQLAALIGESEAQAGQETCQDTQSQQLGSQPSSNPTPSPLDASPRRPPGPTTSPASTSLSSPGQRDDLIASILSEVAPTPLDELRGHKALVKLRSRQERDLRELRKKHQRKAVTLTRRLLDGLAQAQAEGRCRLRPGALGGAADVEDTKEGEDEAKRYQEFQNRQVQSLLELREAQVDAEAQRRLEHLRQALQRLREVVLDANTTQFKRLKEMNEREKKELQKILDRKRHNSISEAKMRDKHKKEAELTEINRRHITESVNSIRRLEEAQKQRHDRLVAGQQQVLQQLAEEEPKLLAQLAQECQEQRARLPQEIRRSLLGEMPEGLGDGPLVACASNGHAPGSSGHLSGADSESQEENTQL
# hcDAF12 agonist: activators of H. contortus DAF-12 nuclear receptor; activation, % at 6.8 µM; HEK293 hcDAF-12 lit1-tk-luc reporter, luminescence; 0% DMSO, 100% Δ7-dafachronic acid; 370,000 compounds, 1.4% hits;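 active = activation above the mean of all tested compounds plus 3 SD, cut at about 5.5% in these data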;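 note: 100% = response to 3 µM Δ7-dafachronic acid high control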
# * marks the source's active call; other numbers are inactive results; i = inactive; nt = no result given.
SMILES,DAX1 inh-1,hgDAF-12 ag,ADAM17 inh,MBD2 DNA inh,SMARCA2 act,ssDAF-12 act,PLC-gamma1 inh,DAX1 inh-2,NR1D1 modulator,PLC-beta3 inh,hcDAF12 agonist
CCOc1ccc(NC(=O)C2CC(=O)N3CCCN=C3S2)cc1 (centres undefined),-0.1,0.1,1,0,3,-1.1,-1,-0.7,-1,1,-1.0
O=C(CN1CCN(c2nc(-c3ccccc3)cs2)CC1)Nc1ccc(Cl)c(Cl)c1,nt,0.6,8.8*,2,-3,-1.1,-2,-0.1,-5,-2,0.3
O=C(CCNC(=O)c1ccccc1Cl)NCCCSc1ccccc1,-0.2,-0.5,-5,-1,-1,-0.7,-2,-0.1,0,-4,-0.9
CCc1nnc(NC(=O)CSc2nnc(C(C)NC(=O)c3ccccc3F)n2C)s1 (centres undefined),1.0,1.5,-3,4,0,-0.8,1,-0.2,-2,-5,0.1
Cc1ccc(C(=O)C(O)C(c2ccc(C)cc2)N2CCCCC2)cc1 (centres undefined),0.4,2.1,1,-3,0,-0.6,-10,0.8,-2,-25,5.0
CC(=O)c1ccc(NC(=O)C2CC2c2ccccc2)cc1 (centres undefined),-1.4,-0.4,1,2,-1,-0.4,2,-0.1,6,-7,0.6
O=C(Nc1ccc(S(=O)(=O)N2CCCC2)cc1)c1ccc(Cl)nc1,-2.0,-2.7,-3,2,-2,-1.2,-8,-3.5,0,-11,-0.9
CCC(=O)Nc1c(OC(=O)CC)ccc2c(C)cc(=O)oc12,0.3,-0.5,i,1,-1,-1.0,i,0.1,-4,i,4.3
CC1CCN(C(=O)C2CCN(S(=O)(=O)c3cccc4nonc34)CC2)CC1,0.2,-1.5,-2,-3,-1,-1.3,0,-0.1,2,2,-2.0
COc1cccc(-c2cc(C(=O)NCC3CCCO3)on2)c1 (centres undefined),1.1,11*,-2,7,1,-0.5,4,0.8,-1,-4,3.7
O=C(CNC(=O)c1ccccc1)NCC(=O)OCC(=O)c1ccc(F)cc1,-0.5,-0.1,-3,-1,3,-1.7,2,0.1,-6,3,0.6
C/C(=N\N=C(N)N)c1cc(Cl)ccc1Cl,-1.2,-4.5,-1,2,-3,-1.8,-2,-0.4,6,-2,-1.9
COC(=O)c1ccc(C(NC(=O)c2cccnc2)NC(=O)c2cccnc2)cc1,2.4,-0.2,-1,2,-2,-0.9,3,-0.8,1,2,1.1
Cc1ccc(C)c(NC(=O)CN(C)C(=O)c2ccc(-c3ccc(Cl)cc3)o2)c1,-0.2,-2.6,-3,2,2,-0.6,-3,-0.2,26*,0,-2.5
O=C(Cn1cc(C(=O)c2ccco2)c2ccccc21)NCc1ccco1,0.5,0.7,0,1,3,-1.0,-4,-0.2,3,-8,-1.2
CCOC(=O)N1CCC(n2c(SCC(=O)N3CCC(C)CC3)nc3ccccc3c2=O)CC1,-5.4,0.6,-2,1,-4,-1.9,2,-2.1,1,-4,-3.3
COc1ccc(Cn2cc(CN3[C@@H](c4ccccc4)COc4cc(Br)ccc4S3(=O)=O)nn2)cc1,nt,0.3,3,-7,3,-1.5,2,0.0,0,3,1.9
CCOc1ccc(S(=O)(=O)NCc2ccccc2)cc1C(N)=O,-0.3,-3.9,0,-5,-3,-1.7,2,-1.0,6,1,-2.2
CCNC(=S)NNC(=O)c1ccc(=O)n(Cc2ccccc2)c1,-1.0,0.0,-1,-1,-1,-1.1,-2,-0.1,-4,1,-1.0
Cn1c(=O)c2c(nc(NCc3ccccc3)n2C)n(C)c1=O,2.0,0.8,-3,0,0,-0.9,-1,0.2,-6,-1,-1.9
CN(C)C(=O)COC(=O)[C@H](Cc1ccccc1)NC(=O)c1ccco1,0.3,-2.5,-3,4,-3,-1.0,-1,-0.3,7,2,-0.8
COc1ccc(CNC(=O)CCCn2c(SCC#N)nc3cc4c(cc3c2=O)OCO4)cc1,-0.1,-1.0,0,-2,-3,-0.3,4,-0.8,-3,2,-1.4
CC1(C(=O)NS(=O)(=O)C2CC2)CCCN(C(=O)c2ccc3c(c2)OCO3)C1 (centres undefined),nt,-0.2,-3,4,-3,-1.2,-2,-0.5,2,1,-0.6
CC(=O)c1cc(-c2ccccc2)n(CC(=O)NC2CCCC2)c1C,-0.1,0.3,-1,4,3,-1.4,-1,-0.1,1,0,-1.1
O=C(COC(=O)CSc1cc(Cl)ccc1Cl)NCc1ccc2c(c1)OCO2,1.4,0.0,3,4,2,-0.8,-4,0.0,2,-2,-2.2
COc1cccc(N=C2SC(C(=O)Nc3ccc(F)cc3)CC(=O)N2C)c1 (centres undefined),-1.4,-2.5,10*,4,-3,-1.2,1,-0.8,-6,-3,-2.3
CN1CCN(CCP(=O)(c2ccccc2)c2ccccc2)CC1,-0.1,-0.8,-11,1,-3,-0.7,-2,-0.7,-12,0,-1.7
COCCOC(=O)c1c(C)oc2ccc(OC(=O)c3cccs3)cc12,-0.3,0.5,1,0,1,-0.9,-2,-0.1,2,-5,-0.8
CCN(C(=O)CN1CCN(C)CC1)c1c(N)n(Cc2ccccc2)c(=O)[nH]c1=O,1.1,1.0,-1,3,6,-1.0,0,0.8,-3,-3,-0.1
O=C(NNc1ccc([N+](=O)[O-])cc1)C1CC2CCCC(C1)C2=O (centres undefined),-1.0,0.1,3,2,-1,-0.5,2,0.9,-9,7,-0.8
Cc1oc(-c2cccc(Cl)c2)nc1CS(=O)(=O)CC(=O)NC1CC1,0.5,0.1,1,-3,-3,-1.2,2,-0.3,8,-5,-2.6
COc1ccccc1N1CCN(S(=O)(=O)c2cc(C(F)(F)F)cc(C(F)(F)F)c2)CC1,7.7*,2.7,0,0,-1,-1.2,1,0.1,-2,-1,-1.6
CC(=C/c1ccccc1)/C=N/N1CCN(Cc2ccc(C)cc2)CC1,1.3,-0.9,-5,0,-3,-2.0,0,-0.4,4,-1,0.2
CC(=O)c1nn(-c2cccc(Br)c2)cc1C(=O)c1ccccc1,-0.9,-1.7,-3,-2,-2,-1.6,1,0.1,0,-1,-0.2
C=C(C)C(=O)N1CC2(CC(c3cccc(NC(=O)c4ccccc4)c3)=NO2)C[C@@H]1C(N)=O (some centres undefined),-1.0,0.7,-5,0,0,-1.3,1,-0.6,-1,2,-2.1
CCN(Cc1ccc2c(c1)OCO2)C(=O)/C=C/c1cccc(Br)c1,0.9,1.1,3,0,0,-1.3,-1,-0.4,6,-10,-0.8

# Printed as active in ADAM17 inh (from the list above):
mol	DAX1 inh-1	ADAM17 inh	MBD2 DNA inh	SMARCA2 act	ssDAF-12 act	PLC-gamma1 inh	DAX1 inh-2	NR1D1 modulator	PLC-beta3 inh	hcDAF12 agonist
O=C(CN1CCN(c2nc(-c3ccccc3)cs2)CC1)Nc1ccc(Cl)c(Cl)c1	nt	8.8*	2	-3	-1.1	-2	-0.1	-5	-2	0.3
COc1cccc(N=C2SC(C(=O)Nc3ccc(F)cc3)CC(=O)N2C)c1 (centres undefined)	-1.4	10*	4	-3	-1.2	1	-0.8	-6	-3	-2.3

# The list goes on:
SMILES,DAX1 inh-1,hgDAF-12 ag,ADAM17 inh,MBD2 DNA inh,SMARCA2 act,ssDAF-12 act,PLC-gamma1 inh,DAX1 inh-2,NR1D1 modulator,PLC-beta3 inh,hcDAF12 agonist
COc1cccc(/C=N/NC(=O)c2cc3c(OC)c(OC)ccc3[nH]2)c1OC,-2.3,-0.1,1,7,-5,-1.0,-64,-2.5,-1,-67,-3.0
COC(=O)Nc1ccc(S(=O)(=O)N(CCO)CC(F)(F)C(F)F)cc1,0.8,-1.8,-4,6,-1,-1.0,0,0.2,4,-2,-1.2
Cc1cc(O)c(NC(=O)c2ccc(Br)o2)cc1C,0.3,13*,0,2,5,2.1*,-2,1.4,6,2,5.8*
CCOc1ccc(Oc2c(C)oc3cc(O)ccc3c2=O)cc1,-1.1,-3.5,-338,-5,-2,-1.0,-449,-0.2,-4,i,-2.3
C[C@H](NC(=O)c1nc[nH]c1C(=O)NCC(=O)OC(C)(C)C)C(=O)OCc1ccccc1,-0.7,2.9,0,-1,0,-1.4,-2,-0.5,3,0,-2.0
COC(=O)C1=C(C)N(C)C(=O)/C1=C\c1cccs1,-0.3,1.4,-1,-4,1,-0.9,0,-0.1,4,2,0.9
CC(C)(SC(=S)N1CCOCC1)C(=O)O,0.1,1.8,-3,3,-2,-0.7,-1,-0.5,4,1,1.6
CSc1ccc(CN2CCC(C)(Oc3ccc4ccccc4c3)C2)cc1 (centres undefined),nt,-0.5,1,0,-1,-0.6,1,-1.5,2,1,0.0
CSc1ccc(/C=N/n2c(C)cc(C)cc2=O)cc1,0.0,0.7,-4,7,1,-1.1,-2,0.4,0,1,-1.4
C=CCN1C(=O)CS/C1=N/c1nccs1,-1.4,0.8,4,-3,-5,-1.3,6,0.1,-1,9,0.3
CCOc1ccc(-n2c(-c3ccc(Br)cc3)c[n+]3c2CCCCC3)cc1,-2.3,-7.2,-3,1,-4,-1.9,3,-2.4,0,-1,-4.1
COc1ccc(CN2CCN(Cc3ccc(CO)o3)CC2CCO)cc1C (centres undefined),3.1,0.5,-1,-2,-3,0.0,2,0.5,-2,-7,-0.6
Cc1cccc(OCC(=O)NNC(=O)CSc2ncc(C#N)c(N)n2)c1,2.9,0.6,-4,1,0,-1.1,-11,0.0,-1,-5,-2.1
CSc1nsc2nc(=O)c(/C=C3\C(C)=Nc4ccccc43)c(N)n12,1.9,5.9,-5,6,-2,0.9*,-22,0.9,0,-46,4.6
COC(=O)CSc1cc(C)nc2ccc(OC)cc12,-1.3,2.3,0,-6,-5,-0.8,-2,-0.2,-4,-4,-2.7
Cc1ccc(NC(=O)OCCN2CCN(Cc3ccccc3)CCC2=O)cc1,0.8,0.2,1,-1,-1,-1.0,-1,-0.8,-3,3,-0.9
NC(=O)C1CCN(C(=O)CN(c2cccc(Cl)c2)S(=O)(=O)c2ccccc2)CC1,0.3,0.2,-3,0,0,-0.9,0,1.2,3,-5,-2.2
O=C(Nc1ccc(F)cc1)C1CCCO1 (centres undefined),-0.1,1.2,0,-2,1,-1.5,-4,0.6,-6,1,1.4
CCCSc1nsc(N)n1,0.6,1.4,-1,3,0,-1.2,3,-0.2,-2,2,-1.4
CCNC(=S)N/N=C(\C)c1ccc2ccccc2c1OC(F)F,0.2,2.4,0,0,0,-1.7,2,0.8,0,-1,-1.6
COc1cc(NC2c3ccccc3C(=O)N2Cc2ccccc2Cl)cc(OC)c1OC (centres undefined),2.0,0.2,1,2,-1,-1.5,3,0.0,-1,-4,-1.5
COCOCCn1cc(CN2CCS(=O)(=O)N(Cc3ccc(-c4ccc(F)cc4)cc3)C(C(C)C)C2=O)nn1 (centres undefined),-0.1,-4.5,6,1,-4,-1.7,3,-0.8,-8,3,-0.9
C=CCOC(=O)C(=O)/C=C/c1c(C)n(C)n(-c2ccccc2)c1=O,0.0,-1.4,-2,1,0,-1.0,1,0.6,-1,-4,0.7
CC(C)(C)c1ccc(S(=O)(=O)Nc2cccnc2)cc1,-1.5,2.0,-2,0,0,-1.8,3,-1.8,-1,3,-0.9
COc1cc(/C=C/C(=O)OCC(=O)NC(=O)C2COc3ccccc3O2)ccc1OC(F)F (centres undefined),-1.6,0.9,-10,-2,-1,-0.9,-10,0.9,-5,-13,-1.5
Clc1cccc(-c2nc3c4ccccc4ccn3c2CC2CCCCC2)c1,nt,2.5,-10,6,0,1.1*,-4,1.8,0,-4,4.2
